# Compound activity from PubChem BioAssay.
# RSV CPE inhibition = RSV antiviral activity via CPE protection, HEp-2 cells, primary 10 µM value included (AID 2391); HEp-2 cells, RSV-induced CPE inhibition; higher % means a stronger effect; one-dose CPE inhibition, % at 10 µM; IC50 in µM for titrated hits; 310,000 compounds, 0.13% hits; in the data active = a potency from the dose series; inconclusive = CPE inhibition mostly from about 23% at the one dose, without a potency; inactive = the rest, 99 in 100 with CPE inhibition below about 21%; also: strong numbers were not always called active
# MgcRacGAP inhibition = MgcRacGAP GTPase-activating activity inhibitors, confirmation, biochemical, ADP Hunter fluorescence | inhibition, % at 30 µM, or IC50 in µM where a hit was titrated | 340,000 compounds, 0.6% hits | Rac GTPase-activating protein 1 (Homo sapiens) | MgcRacGAP-stimulated Rac1 GTP hydrolysis, ADP Hunter fluorescence; higher % means a stronger effect; GST-tagged Rac1 F28L mutant substrate;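 active = first-screen hits whose inhibition reached a set limit at any dose in the follow-up dose series; inconclusive = inhibition above the set first-screen limit but never retested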;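 also: fluorescence reports GDP produced by GAP-driven GTP hydrolysis; strong numbers were not always called active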
# SV40 large T antigen = SV40 large T antigen inhibitors, biochemical (AID 1903); 310,000 compounds, 0.39% hits; one-dose inhibition, % at 20 µM; IC50 in µM for titrated hits; SV40 large T antigen ATPase/helicase inhibition assay; higher % means a stronger effect; in the data active = a potency from the dose series; inconclusive = inhibition mostly from about 32% at the one dose, without a potency; inactive = the rest, 99 in 100 with inhibition below about 32%; also: strong numbers were not always called active
# SIAH1 antagonists = Siah-1 peptide-binding antagonists, primary screen, biochemical, fluorescence polarization, rhodamine-plectin, uHTS (AID 1817); E3 ubiquitin-protein ligase SIAH1 (Homo sapiens); Siah-1 / rhodamine-plectin peptide fluorescence polarization; higher % means a stronger effect; one-dose displacement, % at 20 µM; IC50 in µM for titrated hits; 290,000 compounds, 0.02% hits;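 active = displacement of at least 50% at 20 µM, with a fluorescence ratio check between 0.3 and a set limit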;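 also: plate controls were Siah plus tracer with DMSO for no effect and tracer alone without Siah for full effect; strong numbers were not always called active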
# NTR1 ag = agonists of NTR1, primary screen, imaging, U2OS cells, beta-arrestin-GFP, high content (AID 493036). Neurotensin receptor type 1 (Homo sapiens), P30989. NTR1-U2OS beta-arrestin-GFP spot imaging, agonist mode. activation, % at 20 µM. 330,000 compounds, 0.17% hits;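 active = activation at or above 40% of the spot to cytoplasm intensity ratio, with at least 20 cells analyzed; inconclusive = wells under 20 cells, flagged as cytotoxic or low count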;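 also: 0% = DMSO without peptide and 100% = 100 nM NTR1 peptide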
# Target sequence (P30989 whole entry, looked up): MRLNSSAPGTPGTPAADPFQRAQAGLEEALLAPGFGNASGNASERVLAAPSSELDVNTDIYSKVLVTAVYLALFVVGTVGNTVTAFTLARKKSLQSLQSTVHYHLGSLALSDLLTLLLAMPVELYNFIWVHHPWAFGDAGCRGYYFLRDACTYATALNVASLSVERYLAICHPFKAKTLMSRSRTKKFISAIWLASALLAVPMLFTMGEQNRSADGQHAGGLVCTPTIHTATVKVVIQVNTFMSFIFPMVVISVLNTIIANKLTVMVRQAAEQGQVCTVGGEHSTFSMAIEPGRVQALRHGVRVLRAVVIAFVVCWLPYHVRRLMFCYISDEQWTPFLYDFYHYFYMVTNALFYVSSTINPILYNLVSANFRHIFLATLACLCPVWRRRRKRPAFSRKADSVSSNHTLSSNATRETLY
# AID2073 = inhibitors of Mint1-CaV2.2 protein interaction, biochemical, HTRF (AID 2073); inhibition, % at 20 µM, or IC50 in µM where a hit was titrated; HTRF protein-protein interaction, Mint1-CaV2.2; higher % means a stronger effect; Voltage-dependent N-type calcium channel subunit alpha-1B (Homo sapiens); 290,000 compounds, 0.19% hits; in the data active = inhibition mostly above about 51%, no sharp cut-off; inconclusive = no clear call, values can overlap the other calls; inactive = mostly below about 53%; also: some results filed as inactive read as strong as hits
# West Nile virus CPE = West Nile virus antiviral activity, cell-based, CPE readout (AID 1621); West Nile virus-infected cells, CPE inhibition; higher % means a stronger effect; 290,000 compounds, 0.02% hits; CPE inhibition, % at 10 µM, or IC50 in µM where a hit was titrated; in the data active = a potency from the dose series; inconclusive = CPE inhibition mostly from about 3.7% at the one dose, without a potency; inactive = the rest, 99 in 100 with CPE inhibition below about 2.2%; also: strong numbers were not always called active
# Dengue-2 NS5 capping = Dengue-2 NS5 methyltransferase inhibitors, primary screen, biochemical, confirmation dose response (AID 588689) | Dengue-2 NS5 methyltransferase capping enzyme assay, biochemical; higher % means a stronger effect | inhibition, % at 25 µM, or IC50 in µM where a hit was titrated | 340,000 compounds, 0.3% hits; in the data active = a potency from the dose series; inconclusive = inhibition above about 29% without an active follow-up result
# K1F lysis inhibition = inhibition of K1F phage lysis, E. coli UTI89, bacterial capsule biogenesis inhibitors, alamar blue (AID 488966); E. coli UTI89 K1F phage lysis, alamar blue, 2 h; higher % means a stronger effect; inhibition, % at 100 µM, or IC50 in µM where a hit was titrated; 340,000 compounds, 0.02% hits;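 active = phage lysis inhibition, versus mean bacterial control, above a set limit; inconclusive = no clear call, values can overlap the other calls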;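 also: capsule biogenesis inhibitors block K1F phage lysis so surviving cells raise fluorescence; higher fluorescence means more inhibition of phage lysis; actives were called in the ten point dose series up to 300 µM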
# NTR1 ag cell count 20 µM = further read-out of NTR1 ag, marked with its call; cell count; measured here: cell count, cytotoxicity flag
# The depositor's hits bear a star; ? = inconclusive; . = not tested or not shown; [ ] = remark or other dose.
SMILES,RSV CPE inhibition,MgcRacGAP inhibition,SV40 large T antigen,SIAH1 antagonists,NTR1 ag,NTR1 ag cell count 20 µM,AID2073,West Nile virus CPE,Dengue-2 NS5 capping,K1F lysis inhibition
COc1nc(N(C)S(=O)(=O)c2ccc(C)cc2)nc(C)c1Cl,1.0%,3%,18%,2%,3.7,47,-7%,0.1%,-3%,-0.7%
C=CCNC(=O)NC(=O)COC(=O)C(C)Oc1ccc(Cl)cc1Cl (stereo unspecified),1.3%,0%,7%,0%,1.0,27,-17%,0.3%,-1%,-1.2%
COC(=O)c1c(NC(=O)C2CCC2)sc(C(=O)N(C)C)c1C,3.4%,9%,2%,7%,2.9,77,-2%,-0.5%,3%,5.3%
CCc1noc(C)c1C(=O)OC(C)C(=O)Nc1ccc2c(c1)OCO2 (stereo unspecified),0.0%,8%,.,.,1.5,73,.,.,-3%,1.1%[50 µM]
Cc1nn(-c2ccccc2)c(C)c1NS(=O)(=O)c1ccccc1,0.6%,-1%,10%,2%,0.1,55,-1%,-0.7%,-5%,6.9%
Cc1cccc(NC(=O)COC(=O)c2ccc3c(c2)OCO3)c1C,0.4%,7%,6%,12%,-0.7,55,11%,0.3%,7%,0.1%
CCOc1ccc(C(=O)NC2CCN(S(=O)(=O)CC)CC2)cc1,2.0%,-3%,-2%,1%,-0.1,92,2%,-0.3%,2%,0.0%
Cc1ccc(NC(=O)CSCC(=O)Nc2ccc(S(=O)(=O)N3CCOCC3)cc2)cc1,1.7%,6%,9%,2%,2.4,74,-5%,-0.9%,3%,0.3%
COCC(C)NS(=O)(=O)c1ccccc1 (stereo unspecified),0.3%,-1%,-3%,9%,3.0,46,-6%,1.6%,0%,0.3%
CCOc1ccc(OCc2nnc(SCC(=O)NC3CCS(=O)(=O)C3)n2-c2ccc(Cl)cc2)cc1 (stereo unspecified),1.4%,8%,8%,4%,-1.0,93,-5%,-0.9%,-5%,0.1%
CCN(CC(=O)NCc1cccs1)C(=O)C1CC(=O)N(c2ccc(OC)cc2OC)C1 (stereo unspecified),0.5%,14%,8%,.,1.0,44,.,.,4%,1.0%[50 µM]
Cc1cc(C)c(NC(=O)CSc2nc3[nH]ncc3c(=O)[nH]2)c(C)c1,0.3%,13%,11%,5%,1.6,78,3%,-0.2%,-1%,0.9%
O=[N+]([O-])c1ccc(-c2c(-c3ccccc3)ncc3cc(F)ccc23)cc1,0.8%,13%,.,.,7.4,63,.,.,-7%,-0.4%
O=C1/C(=C/c2ccc(O)c(O)c2)SC(=S)N1Nc1ccccc1,.,?,34%,11%,.,.,15%,-1.4%,-22%,0.3%
COC(=O)N/N=C/c1cc(Cl)cc(Cl)c1OCc1ccccc1,0.8%,9%,1%,7%,5.3,71,0%,-1.1%,2%,0.5%
COc1ccc(C=NNC(=O)c2cc(C)oc2C)cc1O,.,107µM*,.,.,0.8,55,.,.,3%,-2.2%
O=C(Nc1ccccc1)c1ccc(Cn2cc(C(F)(F)F)ccc2=O)cc1,3.3%,8%,7%,7%,-0.6,83,4%,-0.8%,4%,0.1%
COc1cc(C2N(Cc3ccccc3)CCN2Cc2ccccc2)ccc1OC(C)=O,1.8%,8%,16%,2%,0.3,53,6%,-1.0%,-5%,1.0%
O=C(COC(=O)CN1C(=O)c2ccccc2C1=O)Nc1ncc(Cl)cc1Cl,1.6%,11%,11%,-2%,-1.6,72,-3%,.,5%,0.0%
CC(C)(C)c1ccc(S(=O)(=O)NCC(=O)Nc2sc3c(c2C(N)=O)CCCC3)cc1,1.7%,8%,3%,-3%,9.8,45,-9%,-0.1%,-5%,0.1%
COc1ccc(Nc2ncnc3scc(-c4ccc(OC)cc4)c23)cc1,1.4%,8%,9%,-7%,5.6,67,0%,-0.4%,-6%,2.7%[50 µM]
CC(C)(C)NC(=O)C(c1ccco1)N(C(=O)c1csnn1)c1ccccc1 (stereo unspecified),2.4%,-2%,0%,0%,-1.8,73,4%,0.0%,5%,-0.1%
CSc1nc(N)c2c(n1)OC(N)=C(C#N)C2c1cccnc1 (stereo unspecified),1.0%,2%,-1%,1%,-0.6,76,1%,0.6%,.,-0.4%
CC(C)OC(=O)C(=O)NNc1ccccc1,-1.9%,-1%,2%,2%,-0.3,91,38%,-0.4%,-2%,0.5%
COc1ccc(-c2nc(C#N)c(NCc3ccc(F)cc3)o2)cc1OC,-2.1%,14%,6%,0%,1.1,44,9%,-0.3%,3%,-0.2%
Cn1ccc(NC(=O)Nc2ccc(Cl)cc2Cl)n1,?,1%,6%,5%,2.7,60,-6%,-0.9%,-3%,0.5%[50 µM]
O=C(CN(C(=O)c1csnn1)c1ccc(Cl)cc1)NC1CCCC1,0.6%,9%,6%,2%,0.9,36,3%,0.0%,-2%,0.2%
CCc1nnc(NC(=O)C2CC(=O)N(C3CCCCC3)C2)s1 (stereo unspecified),0.0%,-1%,27%,10%,0.2,69,-2%,-0.4%,4%,-0.1%
O=C(O)c1ccc(-c2nnc(-c3ccc([N+](=O)[O-])cc3)o2)cc1,0.9%,-7%,6%,-3%,-0.4,52,?,0.1%,.,1.3%
O=C(CN1C(=O)NC(CCc2ccccc2)C1=O)N1CCCCCC1 (stereo unspecified),.,8%,.,.,-2.7,53,.,.,-5%,1.1%[50 µM]
COc1ccc2c(c1)c(C(=O)O)c(C)n2CCc1ccc(OC)c(OC)c1,17%,7%,7%,1%,1.3,54,4%,0.7%,-3%,-0.9%
CC(=O)N1N=C(c2ccc(C)cc2)OC1c1ccc(Br)cc1 (stereo unspecified),9.2%,6%,4%,-2%,5.2,55,-8%,-0.5%,-1%,-0.9%
O=C(Cc1c[nH]c2ccccc12)Nc1cccc(S(=O)(=O)N2CCCCC2)c1,16%,.,11%,-3%,1.4,58,33%,-1.5%,.,2.4%[50 µM]
COc1ccc(Br)cc1C1NC(=O)c2c(sc3c2CCN(C)C3)N1 (stereo unspecified),.,20%,.,0%,.,.,7%,.,-33%,1.6%
Cc1ccc(C)c(S(=O)(=O)N2CCCC2CNC(=O)C(=O)NCc2ccccc2)c1 (stereo unspecified),8.3%,3%,9%,.,1.0,72,.,.,-2%,-1.4%
O=C(/C=C/c1ccc(Br)cc1)N1CCN(c2cccc(C(F)(F)F)c2)CC1,15%,-2%,10%,3%,.,.,3%,-0.8%,-1%,0.5%[50 µM]
O=C(Cc1cc2ccccc2o1)NCc1ccc(F)cc1,2.6%,0%,6%,2%,-1.1,70,-3%,0.6%,-5%,-0.1%
COc1cc(OCC(=O)NC(C)C)cc2c1C(=O)O[C@@H](C)CCCC(=O)CCCCC2,0.6%,8%,4%,2%,-1.0,89,-1%,0.5%,-1%,1.5%[50 µM]
CCCCn1c(N)c(N(C)C(=O)c2cccc(-n3cnnn3)c2)c(=O)[nH]c1=O,.,6%,.,.,2.1,57,.,.,-1%,1.2%[50 µM]
O=S(=O)(c1ccc(Cl)cc1)N1CCSC1c1ccco1 (stereo unspecified),0.8%,9%,16%,-2%,-3.0,117,-5%,-0.1%,-3%,0.1%
CCOC(=O)c1cccc(NC(=O)C2CCCN2S(=O)(=O)c2cccc3cccnc23)c1 (stereo unspecified),2.9%,4%,2%,-1%,-0.3,81,3%,-0.3%,-1%,-2.1%
Cc1onc(-c2ccccc2)c1C(=O)Nc1ccc(S(=O)(=O)NC(C)(C)C)cc1,-1.1%,-9%,-3%,-2%,0.3,50,-5%,0.2%,-9%,0.1%
CC12CCC(C(=O)N3CCN(Cc4ccccc4)CC3)(OC1=O)C2(C)C (stereo unspecified),3.3%,5%,9%,1%,0.0,65,-4%,-0.1%,-3%,0.2%[50 µM]
Cc1ccc(Oc2ccc(NC(=O)CSc3n[nH]c(N)n3)cc2)cc1,10%,8%,-2%,0%,2.0,51,6%,-0.3%,-1%,6.0%
O=C(CN1C(=O)NC2(CCCC2)C1=O)NC(c1ccccc1)c1ccccc1,.,0%,.,.,2.2,78,.,.,-15%,12%
O=S(=O)(c1ccc(Cl)cc1)c1nc(-c2ccccc2F)oc1NCCN1CCOCC1,0.9%,4%,12%,-5%,0.8,54,8%,-1.4%,-3%,0.6%
O=C(NCc1ccco1)c1cnccn1,0.5%,7%,.,-2%,-0.9,52,56%,0.7%,6%,1.1%
O=C1CCCc2c1sc1nc3n(c(=O)c21)CCCCC3,4.3%,5%,10%,-1%,0.7,39,9%,0.2%,-1%,2.6%
Cc1ccc(-c2n[nH]c(=S)n2/N=C/c2ccc(C)s2)cc1,1.5%,7%,4%,4%,1.6,53,-49%,0.3%,-10%,9.8%
O=C(c1ccc(F)cc1)c1c[nH]c(C(=O)NCc2cccnc2)c1,6.2%,4%,2%,3%,0.2,82,0%,0.1%,1%,0.2%
Fc1ccccc1/C=C1\CCCC2=C1Nc1ncnn1C2c1ccccc1F (stereo unspecified),-1.4%,.,22%,-5%,59*,72*,0%,-1.9%,.,.
CN(C)c1ccc(C(=S)N2CCCCC2)cc1,1.3%,7%,26%,4%,1.0,33,0%,0.9%,-5%,0.1%
Cc1ccc(C2(c3noc(CN4C[C@@H](C)O[C@@H](C)C4)n3)CCCC2)cc1,0.4%,9%,3%,2%,-0.7,60,4%,-1.2%,-9%,0.3%
O=C(O)C1CCCN(CCC=C(c2ccccc2)c2ccccc2)C1 (stereo unspecified),2.1%,9%,6%,.,0.4,67,.,-0.6%,-4%,-0.8%
O=C(Nc1ccccc1N1CCOCC1)c1ccc2c(c1)OCCO2,0.4%,8%,3%,0%,0.6,59,10%,-0.4%,1%,-0.2%
Cc1ccc(-n2c(SCC(=O)NCc3ccco3)nc3sc(C)c(C)c3c2=O)cc1,0.2%,3%,0%,-5%,-0.6,98,-7%,0.2%,0%,1.6%
COc1ccccc1/C=C1\SC(=O)N(CCC(=O)NCCCn2ccnc2)C1=O,-2.0%,12%,9%,0%,1.8,55,-6%,-0.4%,-6%,0.6%
O=C(c1ccc(CSc2ccccc2)cc1)N1CCCCCC1,6.6%,7%,5%,-8%,-1.6,56,-4%,-1.7%,-7%,5.7%
S=c1[nH]nc(-c2cc3ccccc3o2)n1Cc1ccccc1,4.0%,21%,19%,7%,-0.5,44,16%,0.4%,-8%,-0.4%
